High-throughput results: PubChem BioAssay, National Center for Advancing Translational Sciences (NCATS)
IDH1 R132H inh – qHTS for Inhibitors of mutant isocitrate dehydrogenase 1 (IDH1): qHTS; Isocitrate dehydrogenase [NADP] cytoplasmic (Homo sapiens), O75874; IDH1-R132H enzyme, NADPH consumption, diaphorase/resazurin fluorescence; Potency, µM (top dose mostly 76.6 µM), for the others: top-dose activity change, negative = inhibition, usual class: inhibitors; 390,000 compounds, 0.093% hits; AID 602179, 2012; further: potency means the concentration at half of the fitted maximal effect; on the % scale 0 is the no-effect control and ±100 the full control effect; nearly all actives have a fitted effect of over 65% in size
Target sequence (O75874 whole entry R132H, stated change not applied): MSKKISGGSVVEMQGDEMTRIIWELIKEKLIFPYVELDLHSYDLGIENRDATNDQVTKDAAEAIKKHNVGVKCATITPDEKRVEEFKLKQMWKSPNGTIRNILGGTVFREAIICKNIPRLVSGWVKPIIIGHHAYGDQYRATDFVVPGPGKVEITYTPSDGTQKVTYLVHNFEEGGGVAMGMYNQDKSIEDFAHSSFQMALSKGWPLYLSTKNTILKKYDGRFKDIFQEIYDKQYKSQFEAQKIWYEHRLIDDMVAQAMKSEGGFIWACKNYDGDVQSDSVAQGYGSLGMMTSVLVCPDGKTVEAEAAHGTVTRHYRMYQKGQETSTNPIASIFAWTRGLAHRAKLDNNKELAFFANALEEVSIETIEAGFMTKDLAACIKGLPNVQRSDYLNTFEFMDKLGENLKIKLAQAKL
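IDH1-R132H (0.5 ug/mL) preincubated 30 min with compound, then NADPH (0.016 mM) and alpha-KG (2 mM) added; 80 min at RT, pH 7.5. Remaining NADPH coupled via diaphorase/resazurin to fluorescence (540/590 nm); concentration-response curves normalized to no-enzyme control.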
GRP78 ERSR act – qHTS for Inducers of the Endoplasmic Reticulum Stress Response (ERSR) in Human Glioma: qHTS; U87-MG GRP78 promoter luciferase reporter, 16 h; Potency, µM, without a hit: at the highest dose activation, most hits filed as activators; 420,000 compounds, 0.02% hits; AID 602332, 2012; further: potency means the concentration at half of the fitted maximal effect; series mostly up to about 76 µM; % of control where 0% means no effect; nearly all actives have a fitted effect of over 35% in size
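ERSR induction read as luciferase luminescence (Bright-Glo, 10 min at room temperature) in stably transfected human U87-MG glioma cells exposed to compounds for 16 h, using GRP78 as sensor.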
RGS4 inhibitor – Inhibitors of Regulator of G Protein Signaling (RGS) 4: qHTS; 390,000 compounds, 0.039% hits; Transcreener GDP fluorescence polarization, RGS4-accelerated GTP hydrolysis; Regulator of G-protein signaling 4 (Homo sapiens), P49798; Potency, µM (top dose mostly 114 µM), for the others: at the top dose activity change, negative = inhibition, most hits filed as inhibitors; further: potency means the concentration at half of the fitted maximal effect; on the % scale 0 is the no-effect control and ±100 the full control effect; nearly all actives have a fitted effect of over 75% in size; some results filed as inactive show a strong effect at the top dose
Target sequence (P49798 whole entry, looked up): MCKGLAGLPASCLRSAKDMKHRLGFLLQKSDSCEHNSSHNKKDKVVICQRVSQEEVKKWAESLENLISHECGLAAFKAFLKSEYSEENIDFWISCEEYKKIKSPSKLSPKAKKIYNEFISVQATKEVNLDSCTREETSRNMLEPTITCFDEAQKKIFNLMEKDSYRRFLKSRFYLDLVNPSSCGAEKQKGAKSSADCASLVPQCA
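MLSMR compounds (23 nl, pin-transferred) preincubated 10 min at room temperature with a 500nM (2x) first reagent, then RGS4 at 900nM (2x) plus Transcreener GDP mix added; fluorescence polarization (620/688 nm) read before and after 90 min at 30 °C.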
TrxR1 substrate – qHTS Assay for Substrates of Mammalian Selenoprotein Thioredoxin Reductase 1 (TrxR1): qHTS | Thioredoxin reductase 1, cytoplasmic (Rattus norvegicus), O89049 | purified TrxR1 substrate turnover, NADPH consumption readout | Potency, µM (titrated, usually from 114 µM), for the others: at the top dose activity change, negative = substrate turnover | 390,000 compounds, 0.01% hits | AID 588456, 2011; further: potency means the concentration at half of the fitted maximal effect; on the % scale 0 is the no-effect control and ±100 the full control effect; nearly all actives have a fitted effect of over 50% in size
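Rat TrxR1, dispensed at 90 nM, was prereduced with 400 uM NADPH (final) for 5 min at ~22 deg C, then incubated with compound 15 min before 400 uM selenite. A first-read NADPH fluorescence drop versus no-compound background flagged substrates.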
LDHA block – qHTS assay for inhibitors of human lactate dehydrogenase; purified LDHA, NADH/diaphorase-resazurin fluorescence; active compounds read low; 480,000 compounds, 0.15% hits; activity change, % (values are at about 110 or 230 µM); L-lactate dehydrogenase A chain (Homo sapiens), P00338; in the data active means activity change below about -30%; inconclusive means mostly about -25% to -30%;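 further: plate controls were DMSO wells for no effect and wells without enzyme for full effect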
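Remaining NADH was detected by diaphorase (0.133 mg/mL) converting 37 µM resazurin to fluorescent resorufin, read at 0 and 20 minutes. The preceding 5-minute room-temperature reaction used 2 nM LDHA, 0.2 mM sodium pyruvate and 0.06 mM NADH at pH 7.4.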
rTrxR1 inhibitor – qHTS Assay for Inhibitors of Mammalian Selenoprotein Thioredoxin Reductase 1 (TrxR1): qHTS; Thioredoxin reductase 1, cytoplasmic (Rattus norvegicus), O89049; AID 588453, 2011; Potency, µM (top dose mostly 114 µM), for inactives: top-dose activity change, negative = inhibition, hits mostly inhibitors; recombinant rTrxR1, NADPH fluorescence consumption, selenite substrate; 390,000 compounds, 1% hits; further: potency means the concentration at half of the fitted maximal effect; on the % scale 0 is the no-effect control and ±100 the full control effect; nearly all actives have a fitted effect of over 65% in size
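Rat TrxR1 (90 nM in the dispensed reagent) was pre-reduced with 400 uM NADPH for 5 min at room temperature, then incubated with compound for 15 min. After 400 uM selenite was added, NADPH fluorescence (Ex 340/Em 450 nm) was followed for 8 min.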
Vif-APOBEC3G blk – qHTS for Inhibitors of Vif-A3G Interactions: qHTS; Potency, µM (doses to about 46.1 µM), for inactives: top-dose activity, negative = active, hits mostly inhibitors; 410,000 compounds, 0.076% hits; HeLa A3G-eYFP + Vif (tagged APOBEC3G with the HIV-1 protein that degrades it), YFP fluorescence, overnight; AID 602310, 2012;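 further: potency means the concentration at half of the fitted maximal effect; on the % scale 0 is the no-effect control and ±100 the full control effect; nearly all actives have a fitted effect of over 60% in size; hits raise eYFP signal because A3G escapes Vif-driven loss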
Target sequence (Q9HC16 whole entry, looked up): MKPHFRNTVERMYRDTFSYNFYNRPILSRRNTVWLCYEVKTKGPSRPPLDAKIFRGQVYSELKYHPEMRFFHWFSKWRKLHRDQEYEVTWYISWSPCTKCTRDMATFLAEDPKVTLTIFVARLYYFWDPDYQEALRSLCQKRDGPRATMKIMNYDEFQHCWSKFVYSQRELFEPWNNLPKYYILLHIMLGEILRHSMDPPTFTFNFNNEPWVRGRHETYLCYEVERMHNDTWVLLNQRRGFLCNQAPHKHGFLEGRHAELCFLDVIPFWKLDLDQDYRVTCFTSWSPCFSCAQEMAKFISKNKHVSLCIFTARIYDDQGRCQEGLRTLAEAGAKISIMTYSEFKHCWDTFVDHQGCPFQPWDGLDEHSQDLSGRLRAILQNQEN
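HeLa cells stably expressing Vif and C-terminally eYFP-tagged A3G, seeded overnight at 37 deg C, then exposed to compound by pintool overnight at 37 deg C. Rise in yellow fluorescence (Ex 488/Em 500-530, Acumen) marks blocked Vif-driven A3G degradation.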
Vif-A3F inh – qHTS for Inhibitors of Vif-A3F Interactions: qHTS; HeLa A3F-eYFP + Vif (tagged APOBEC3F with the HIV-1 protein that degrades it), YFP fluorescence increase; Potency, µM (highest dose often 46.1 µM), for the others: at the highest dose activity, negative = active; 390,000 compounds, 0.2% hits; AID 602313, 2012; further: potency means the concentration at half of the fitted maximal effect; % of control where 0% means no effect; nearly all actives have a fitted effect of over 65% in size
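HeLa cells stably expressing A3F-eYFP plus Vif, plated and incubated overnight at 37 deg C, then exposed to compounds overnight at 37 deg C. Blocked degradation read as raised yellow fluorescence (Ex 488/Em 500-530).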
USP1-UAF1 inh – Inhibitors of USP1/UAF1: Primary Screen. Potency, µM (highest dose often 57.1 µM), for the others: at the top dose activity change, negative = inhibition, most hits filed as inhibitors. 390,000 compounds, 0.23% hits. recombinant USP1/UAF1, Ub-Rhodamine cleavage fluorescence. Ubiquitin carboxyl-terminal hydrolase 1 (Homo sapiens), O94782. AID 743255, 2014; further: potency means the concentration at half of the fitted maximal effect; on the % scale 0 is the no-effect control and ±100 the full control effect; nearly all actives have a fitted effect of over 60% in size; inactives centre near -12
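Step one: compound is pinned into 1nM USP1/UAF1 in HEPES pH 7.8 buffer with TCEP. Step two: 15 min room-temperature incubation. Step three: Ub-Rho (150nM final) starts cleavage, tracked by fluorescence over six one-minute reads.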
* = called active by the depositor; u = inconclusive; x = not tested or not shown; [ ] = remark or other dose. Unless noted, the call rests on the fitted dose curve; in most records, active means well fitted curve in the direction sought with a large enough effect; inconclusive means small, poorly fitted or top-dose-only effect, or another doubt; inactive means no such curve, though single readings can be large; an effect the other way counts as inactive or inconclusive.

SMILES	IDH1 R132H inh	GRP78 ERSR act	RGS4 inhibitor	TrxR1 substrate	LDHA block	rTrxR1 inhibitor	Vif-APOBEC3G blk	Vif-A3F inh	USP1-UAF1 inh
COc1cc(C2C(C(=O)c3ccco3)=C(O)C(=O)N2c2cc(C)on2)cc(Br)c1O (stereo not drawn)	8%	5%	-16%	-12%	8	-36%	-4%	-4%	-4%
COc1ccc(C(=O)NCC2(N3CCN(C)CC3)CCCCC2)cc1	2%	-3%	6%	4%	-1	14%	0%	-6%	15%
NS(=O)(=O)c1ccc(CCNC(=O)CCCn2c(=O)[nH]c3ccc(Br)cc3c2=O)cc1	-2%	-5%	-13%	0%[57.1 µM]	0	3%[57.1 µM]	-1%	1%	-25%
COc1ccc(CNC(=O)Nc2ccc(C)cc2C)cc1	-6%	-1%	2%	2%	-2	37%[activator]	1%	1%	-17%
O=C(c1cc(F)c(F)cc1Cl)N1CCOCC1	2%	-4%	-31%	3%	-1	14%	0%	x	-13%
CCCOc1ccc(/C=C/C(=O)Nc2ccc([N+](=O)[O-])cc2)cc1	-1%	-5%	-13%	5%[57.1 µM]	-13	13%[11.4 µM]	3%	-23%	-2%
Cc1cc(C)nc(CCNC(=O)C2CCC(=O)N(Cc3ccccc3F)C2)n1 (stereo not drawn)	-11%	-3%	-20%	-3%	-9	2%	-1%	8%	-6%
Oc1cccc(/C=N/Nc2ncnc3c2ncn3Cc2ccccc2)c1	4%	4%	15%	-14%	-5	-12%	-3%	-2%	-2%
Cc1cc(CNC(=O)Cn2cc([N+](=O)[O-])cn2)c2ccccc2n1	3%	-7%	21%	-10%[57.1 µM]	-5	23%[57.1 µM]	-4%	-3%	-14%
O=C(NC1CCN(Cc2ccccc2)CC1)c1ccc(Cn2c(=O)c3ccccc3n(Cc3cccc(F)c3)c2=O)cc1	4%	-1%	20%	-5%	-7	2%	7%	-1%	-4%
CC(=O)N(C)c1ccc(N=Nc2c(C)[nH]n(C(N)=S)c2=O)cc1	u	-11%	-4%[11.4 µM]	-25%	0	-25%	3%	3%	-17%
Cc1cc(C)cc(NC(=O)N2CCC(CN3CCc4ccccc4C3)CC2)c1	14%	-1%	1%	-11%	6	-22%	0%	-9%	-10%
COc1cccc(CN(C)C(=O)c2ccc3nccnc3c2)c1	7%	-6%	-9%	7%	6	0%[57.1 µM]	-2%	-1%	-13%
CCN(CC)S(=O)(=O)c1ccc2c(c1)nc(CCC(=O)O)n2CC	3%	-3%	-25%	11%	-3	16%[57.1 µM]	0%	-2%	-14%
CC1CC(C)(C)Nc2ccc(N=O)cc21 (stereo not drawn)	27%	-1%	-22%	-4%[57.1 µM]	6	0.89µM*	-5%	2%	-21%
Cc1ccn2c(-c3csc(Nc4ccc(C(=O)O)cc4)n3)c(C)nc2c1	-11%	-3%	x	x	0	x	1%	-7%	1%
CCOC(=O)N1CCC(NC(=O)c2cnn(-c3ccc(C)cc3)c2-n2cccc2)CC1	-17%	-3%	19%	2%	-5	29%	3%	-2%	15%
Cc1nnc(Sc2cc(C(=O)NCCCN(C)Cc3ccccc3)c3ccccc3n2)s1	3%	-5%	13%	-8%	-4	-23%	2%	0%	-12%
COc1ccc(-n2nnnc2-c2cccc(OC)c2)cc1	10%	-2%	5%	5%	-3	9%	u	x	-16%
COc1ccc(-c2cc(=O)c3ccccc3s2)cc1	3%	1%	1%	8%	-11	5%	1%	-1%	-11%
CCOC(=O)C1=C(C)NC(=O)NC1c1ccc(OCCO)c(OC)c1 (stereo not drawn)	8%	-2%	-21%	-2%	-3	-4%	1%	5%	-15%
Cc1ccc(NC(=O)CNC(=O)c2ccco2)cc1	22%	0%	6%	12%[57.1 µM]	-5	1%[57.1 µM]	1%	7%	6%
COc1ccc(-c2ccc(SCC(=O)NCC3CCCO3)nn2)cc1OC (stereo not drawn)	1%	1%	-12%	-8%[57.1 µM]	-5	7%[57.1 µM]	-8%	8%	-15%
COc1ccc(F)cc1S(=O)(=O)n1nc(C)cc1C	-10%	0%	3%	-7%	-2	-14%	-2%	-1%	-26%
COc1cc([C@@H]2[C@H]3CNCC=C3C(C#N)=C(N)C2(C#N)C#N)ccc1OC(C)C	u	-1%	-9%	6%[57.1 µM]	0	-20%	u	u	-20%
COc1ccc(OCCC(=O)Nc2nccs2)cc1	-17%	4%	14%	-7%[57.1 µM]	-13	-7%[57.1 µM]	1%	0%	-4%
Cc1ccc(S(=O)(=O)N2CCCC(C(=O)N(Cc3cccs3)C3CC3)C2)cc1 (stereo not drawn)	1%	-3%	-46%	1%	-2	10%	3%	-1%	-19%
CC1CCN(CCOc2cc(Cl)ccc2Cl)CC1	12%	-3%	2%	7%	-2	23%	2%	-4%	4%
CC(C)(C)S(=O)(=O)/C(C#N)=C/c1sccc1C1OCCO1	3%	0%	u	-9%[57.1 µM]	-3	8%[57.1 µM]	0%	6%	-8%
Cc1[nH]n(C(N)=S)c(=O)c1N=Nc1cc(C(F)(F)F)ccc1Cl	0%	7%	4%	11%[57.1 µM]	-13	14%[57.1 µM]	0%	15%	-9%
CC(C)(C)CN1C(=O)C(=O)NC[C@H]1Cc1cccc2ccccc12	-7%[38.3 µM]	-3%	-7%	2%	-1	16%	-5%	5%	u
CCSc1nc(-c2ccc(OC)cc2)cc(-c2ccc(OC)cc2)c1C#N	5%	-3%	-28%	72%[activator]	3	63%[activator][57.1 µM]	-2%	0%	-18%
CC(C)C(C(=O)NC1CCCC1)N(CC1CCCO1)C(=O)CNS(=O)(=O)c1ccccc1 (stereo not drawn)	-5%	-3%	26%	-8%	-3	-8%	0%	-24%	-6%
O=[N+]([O-])c1cc(-c2nc(-c3cccnc3)no2)ccc1NCc1ccccc1	-5%	-2%	4%	-9%	-14	-2%	2%	u	-6%
CCOC(=O)c1c(C)[nH]c(C(C)=O)c1C	19%	-1%	-38%	-6%	-12	-4%	3%	-4%	2%
COC(=O)C12OCC34C(CC5C(C)=C(O)C(=O)CC5(C)C3C(O)C1O)OC(=O)C(OC(=O)C=C(C)C)C24 (stereo not drawn)	8%	-6%	u	-2%[57.1 µM]	-3	-49%[57.1 µM]	-6%	0%	-22%
CCOc1ccc(N(C(=O)CNC(=O)c2ccco2)C(C(=O)NCC2CCCO2)c2ccccc2)cc1 (stereo not drawn)	8%	-2%	13%	5%[57.1 µM]	-7	12%[57.1 µM]	0%	u	-13%
Cc1onc(-c2c(Cl)cccc2Cl)c1NC(=O)NNc1c(Cl)cncc1Cl	5%	-4%	-23%	6%	4	32%	-9%	9%	-18%
COc1cccc(-c2cc(C(=O)Nc3cnn(Cc4ccc(F)cc4)c3)no2)c1	-6%	1%	21%	13%	4	8%	-13%	-7%	-2%
CCn1cnc2cc(NC(=O)COc3ccc(C)cc3)ccc21	-1%	-5%	-9%	-2%	-6	10%	-10%	-18%	-19%
CCOc1ccc(CCNC(=O)C2CCC(=O)N2C2CCCCC2)cc1OCC (stereo not drawn)	0%	-5%	3%	4%	-5	11%	1%	-4%	-14%
Cc1nnsc1-c1onc(C)c1C(=O)Nc1cc(Cl)cc(Cl)c1	7%	-5%	24%	-1%	-4	28%	-1%	-22%	-22%
Cc1cc(C)c([C@@H]2C[C@H]3CN(C4CCCC4)C(=O)[C@]34CCCN24)c(-n2cccn2)c1	2%	-4%	12%	3%	-9	12%	-1%	0%	-18%
COC(=O)C1=C(C)NC2=C(C(=O)c3ccccc32)C1c1ccc(-c2ccc(C(=O)O)cc2)o1 (stereo not drawn)	-17%	u	-12%[11.4 µM]	-14%	-14	u	1%	4%	u
Cc1ccc2c(c1)-c1nc(-c3ccc(Cl)cc3)cc(-c3coc4ccccc4c3=O)c1CO2	6%	0%	29%	-1%	-6	20%	2%	0%	-4%
COc1ccc(/C=C/C(=O)OCC(=O)Nc2cc(C(F)(F)F)ccc2Cl)cc1	-4%	-4%	11%	5%	-3	11%	0%	-5%	-14%

An excerpt; count on the stated rates, not on these rows.
